UDG counter: blocks uracil-DNA glycosylase in AID counter-screen. actives 0.14% (n = 91,000). Potency, µM (series often up to 115 µM), without a hit: top-dose activity change, negative = inhibition, usual class: inhibitors. AID 1347430. FRET deamination/UDG coupled assay, UDG read, 4 h; note: nearly all actives have a fitted effect of over 65% in size
AID inh: activation induced cytidine deaminase inhibition. AID deamination FRET fluorescence, UDG-coupled, 4 h. Potency, µM (top dose mostly 115 µM), inactives show at the highest dose activity change, negative = inhibition, usual class: inhibitors. Q9GZX7. AID 1347428. actives 0.32% (n = 91,000); note: nearly all actives have a fitted effect of over 25% in size
Target sequence (Q9GZX7 whole entry, looked up): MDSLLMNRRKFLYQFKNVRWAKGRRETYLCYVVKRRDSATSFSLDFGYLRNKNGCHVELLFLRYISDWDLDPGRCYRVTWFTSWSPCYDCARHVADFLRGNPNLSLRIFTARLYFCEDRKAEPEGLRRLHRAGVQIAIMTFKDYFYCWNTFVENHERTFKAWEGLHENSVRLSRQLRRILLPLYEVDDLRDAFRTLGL
* hit, by the source's call; ? = inconclusive; [ ] = dose if it differs, or a comment. Calls come from the whole dose curve; as a rule, active = well fitted curve in the direction sought with a large enough effect; inconclusive = small, poorly fitted or top-dose-only effect, or another doubt; inactive = no such curve, though single readings can be large; an effect the other way counts as inactive or inconclusive. % is set by controls: 0 for no effect and ±100 for the full control effect; potency is the fitted concentration of half-maximal effect. Not all compounds are listed; rates above refer to the full screens.

smiles	UDG counter	AID inh
CC1c2cc3c(cc2CCN1C(=O)c1ccc(F)cc1F)OCCCO3 (configuration not stated)	7.5%	5.4%
O=C(O)c1cccnc1Sc1cccc(C(F)(F)F)c1	4.3%	-0.2%
CCOC(=O)c1cc(-c2ccccc2)n(CC(=O)Nc2ccc(OC)cc2OC)c1C	17.6%	-0.5%
O=C(Cn1c(=O)n2nc(-c3ccccc3)nc2c2ccccc21)Nc1ccccc1C(F)(F)F	4.5%[57.5 µM]	-5.0%
Cc1ccc2c(c1)NC(=O)C(CC(=O)Nc1cc(Cl)ccc1C)O2 (configuration not stated)	-3.8%	6.3%
COc1ccc(OC)c(NC(=O)c2csnn2)c1	4.9%	29.2%
Cc1cccc(-c2noc(C34CC5CC(CC(C5)C3)C4)n2)c1	2.1%	1.0%
Cc1c(OCC(=O)OC(C)(C)C)ccc2c(-c3ccccc3)cc(=O)oc12	-3.0%	-7.5%
COC(=O)CN1C(=O)CSc2ccc(S(=O)(=O)Nc3cccc(Cl)c3C)cc21	7.3%[57.5 µM]	8.4%
O=C(CCC1N=C2c3ccccc3N=C(SCc3cccc(F)c3)N2C1=O)NCCc1ccccc1 (configuration not stated)	-13.9%	5.3%
CN(C)c1ccc(C=Nc2ccc(I)cc2)cc1	1.3%	-6.2%
O=C(NC1CCCc2ccccc21)c1ccc2c(c1)sc1nc(-c3ccc(F)cc3)cn12 (configuration not stated)	-1.1%[57.5 µM]	10.3%
CCN(CC)c1ccc(NS(=O)(=O)c2cc(-c3cc(C)no3)ccc2C)c(C)c1	8.4%	23.2%
CCCn1nc(C(=O)Nc2nc3ccccc3[nH]2)c2ccccc2c1=O	8.0%	-11.6%
COc1ccc(C2CC(=O)c3cc(-c4nc(-c5cccc(Cl)c5)cs4)c(=O)[nH]c3C2)cc1OC (configuration not stated)	8.8%	50.0%[activator]
Cc1ccc(C(=O)Nc2ccc(OCc3cc(=O)n4c5c(sc4n3)CCCC5)cc2)cc1	-6.8%	12.8%
Cc1cn2c(=O)cc(COC(=O)c3cccc(NC(=O)C(C)Oc4ccccc4)c3)nc2s1 (configuration not stated)	1.1%	-15.5%
CCc1nnc(SCC(=O)Nc2cc(Cl)ccc2C)n1-n1cccc1	0.9%	-1.3%
CCc1ccc(C2NC(=O)NC(CN(CC)Cc3ccccc3)=C2C(=O)OC)cc1 (configuration not stated)	?	?
N#Cc1c(Cl)nc(N/N=C/c2ccc(Cl)c([N+](=O)[O-])c2)c(Cl)c1Cl	4.9%	-6.5%
COc1ccc(-c2cc3ccc(O)c(CN4CCCC4)c3oc2=O)cc1OC	3.9%	1.2%
COc1ccc(-n2cc(-c3ccccc3)nc2SCC(=O)Nc2ccccc2C)cc1	-14.2%	-22.7%
O=C(NCc1ccccc1)N1CCc2c(sc3c2CCCC3)C1c1ccccc1 (configuration not stated)	-13.5%	-14.1%
COc1cc(-c2cc3n(C)c(C)c(CCC(=O)NC4CCC(C)CC4)c(=O)n3n2)cc(OC)c1OC (configuration not stated)	7.7%	3.0%
CC(C)n1cnnc1SCC(=O)N(C)CCOc1ccc(Br)cc1	2.6%	-3.8%
Nc1ccccc1OCCCc1ccccc1	-2.8%	1.5%
Cc1nc2ccccc2n1CCc1nc2c3ccccc3nc(SCC(=O)Nc3cccc(C(F)(F)F)c3)n2n1	40.0%[activator]	1.9%
CCOC(=O)c1sc(Nc2ccccc2C)nc1C(F)(F)F	-5.1%	-0.2%
CC(=O)c1ccc(NC(=O)c2sc(-n3nc(C)c(Cc4ccccc4)c3C)nc2C)cc1	-7.9%	-5.4%
CCC(C(=O)Nc1ccccc1OC)n1cnc2c1c(=O)n(C)c(=O)n2C (configuration not stated)	-6.7%	1.2%
Cc1c(Cl)cccc1NC(=O)Nc1nnc(N(C)C2CCCCC2)s1	-7.7%	2.0%
O=C(NCCNc1ncccc1C(F)(F)F)Nc1ccc(F)cc1F	-9.7%	-11.3%
CCc1nc2ccccc2n1CC(=O)Nc1cccc(C#N)c1	10.6%	-4.0%
CCc1nnc2c3ccccc3nc(N3CCN(c4cc(Cl)ccc4C)CC3)n12	-8.5%[57.5 µM]	-25.8%[57.5 µM]
CCc1nnc2sc(-c3ccc(NC(=O)C(c4ccccc4)c4ccccc4)cc3)nn12	-5.7%	?
O=C(CC1Oc2ccc(Cl)cc2NC1=O)NCc1ccccc1 (configuration not stated)	1.7%	4.7%
COc1ccc(CCC(=O)NCc2ccc3c(c2)CCN3C(=O)c2cccc(C)c2)cc1	9.2%	?
O=C(O)c1ccc(COc2ccc(Br)cc2/C=N/O)cc1	4.3%	8.1%
CCCOc1ccc(C(=O)NCC(c2ccc(OC)cc2)N2CCCCC2)cc1 (configuration not stated)	-23.1%	-25.5%
Cc1ccc(NC(=O)CN2CCCN(Cc3ccccc3Cl)S2(=O)=O)c(C)c1	-15.5%	7.9%
CC(C)S(=O)(=O)c1oc(-c2cccs2)nc1S(=O)(=O)c1ccc(F)cc1	-10.2%	4.0%
Cc1cc(Br)ccc1NC(=O)CN(C)C(=O)c1cccc(-n2cccc2)c1	10.1%	1.0%
COc1ccc(NC(=O)C(=O)NCCc2csc(-c3ccc(Cl)cc3)n2)cc1OC	18.2%	0.9%
CCOC(=O)c1ccc2c(c1)N(CC(=O)Nc1ccc(CC)cc1)C(=O)c1ccccc1S2	1.7%	11.9%
Cc1ccc(NC(=O)CSc2nncn2C)c(C)c1	-0.8%	16.0%
Cc1ccc(C)c(CN2C(=O)c3ccccc3Sc3ccc(C(=O)NCc4cccs4)cc32)c1	-7.9%[57.5 µM]	5.9%
CC(C)CC(=O)Nc1ccc(N2CCCC2)cc1	-9.8%	30.3%[activator]
CCc1ccccc1NC(=O)c1cc(S(=O)(=O)N2CCC(C)CC2)cn1C	-8.7%	-29.8%
N#C/C(=C\c1ccc(O)c(O)c1)C(=O)c1ccc(O)c(O)c1	-1.4%	?
COCCCNc1oc(-c2ccc(COc3cccc(C)c3)o2)nc1C#N	?	-18.1%
CCOC(=O)c1cc(-c2ccccc2)n(CCC(=O)NCCc2ccccc2)c1C	-10.2%[57.5 µM]	?
O=C(COc1ccc(F)cc1)Nc1ccc2nc(SCc3ccccc3)sc2c1	22.9%	-13.3%
Cc1c(-c2ccccc2)oc2c(C(=O)OCC(=O)C(C)(C)C)cccc2c1=O	-2.7%	-14.7%
O=C(NC1C2CC3CC(C2)CC1C3)c1cccc(F)c1 (configuration not stated)	-1.1%	-3.7%
COCCNC(=O)NC(=O)CN(C)c1ccccc1	10.5%	1.7%
COc1cccc(NC(=O)c2cccc3c(=O)c4c([nH]c23)CCCC4)c1	1.4%	-3.5%
CCOc1cccc(CC(=O)N2CCc3c([nH]c4ccc(OC)cc34)C2c2ccc(F)cc2)c1OCC (configuration not stated)	-26.0%	?
Cc1cc(C(=O)CSc2nnc(C(C)Oc3ccccc3F)o2)c(C)n1C1CC1 (configuration not stated)	-4.1%	-10.9%
Cc1cc(C)c(S(=O)(=O)N2CCN(Cc3cccc4cccnc34)CC2)c(C)c1	-13.9%	?
Cc1cc(C)c(NC(=O)CSc2nccn2-c2cccc(Cl)c2)c(C)c1	1.4%	?

Next records follow.
smiles	UDG counter	AID inh
CCN(CC)S(=O)(=O)c1cc(-c2onc(C)c2C)ccc1OC	-10.7%	-12.3%
Cc1ccc(C(=O)COC(=O)c2cccc(Oc3ccc(C#N)c(C#N)c3)c2)cc1	-3.1%	3.5%
COc1ccc(CC(=O)Nc2cccc3cccnc23)cc1	1.7%	6.4%
Cc1oc2ncnc(N3CCOCC3)c2c1C(=O)NCCc1ccccc1	2.5%	11.8%
Cc1nc2ccccc2c(C)c1CC(=O)N(C)C(C)c1cc2ccccc2o1 (configuration not stated)	-3.0%	-14.9%
COc1ccccc1N1CCN(c2nccnc2SCC(=O)Nc2ccc(F)cc2F)CC1	0.0%	-1.5%
Cc1ccc(NC(=O)c2cc(S(=O)(=O)NCCC3=CCCCC3)ccc2F)cc1C	-13.4%	-2.4%
CCC1CCCCN1C(=O)Cn1c(=O)n(-c2ccc(F)c(C)c2)c(=O)c2sccc21 (configuration not stated)	0.5%	7.4%
Cc1ccc(Cl)cc1N1C(=O)N(Cc2ccc(C#N)cc2)c2ccccc2S1(=O)=O	-6.3%	-5.1%
Cn1cc(S(=O)(=O)N2CCC(C(=O)Nc3ccc(OC(F)F)cc3)CC2)cc1C(N)=O	-6.6%	-4.4%
CCN1CCN(C(=O)CN(c2cccc(C)c2C)S(C)(=O)=O)CC1	-1.1%	2.8%
CN(Cc1ccc(-c2ccc(Cl)cc2)o1)C(=O)CSc1nnc(C2CC2)n1C	2.6%	-1.8%
CCOc1ccc(N2CC(c3nc4ccccc4n3CCOc3ccc(OC)cc3)CC2=O)cc1 (configuration not stated)	12.6%	?
C/C(=N/Nc1cccc([N+](=O)[O-])c1)c1ccc(Br)cc1	2.5%	1.2%
Cc1cnc(NC(=O)C23CC4CC(CC(C4)C2)C3)s1	-3.2%	-6.9%
COc1cc(OC)c(NC(=O)Nc2ccccc2OCc2cc(=O)n3cc(C)ccc3n2)cc1Cl	-2.1%	-5.4%
O=[N+]([O-])c1ccc(OCc2cc(Cl)c3c(c2)OCCO3)cc1	-3.6%	-8.1%
Cc1ccc(-c2n[nH]c(=O)c3ccccc23)cc1S(=O)(=O)N1CCOCC1	1.9%	-4.3%
O=C(CSc1nc2ccccc2nc1Cc1ccccc1)NCc1ccccc1Cl	0.0%	8.7%
Cc1ccc(S(=O)(=O)C2(C(=O)Nc3ccc(Cl)c(C(F)(F)F)c3)CC2)cc1	-14.6%[57.5 µM]	5.0%
NC(=O)c1ccccc1NC(=O)c1ccc(-c2ccc(Br)cc2)o1	5.4%	-0.7%
CNC(=S)NC(C)C1CC2CCC1C2 (configuration not stated)	5.4%	3.2%
CC(NC(=O)c1cc2ccccc2oc1=O)C(=O)NCc1ccccc1 (configuration not stated)	-7.5%	-2.7%
Cc1ccc(C(C)C)c(OCCSc2nc(-c3cccs3)nc3cc(=O)[nH]n23)c1	-9.7%	-15.5%
CCc1nc(CN(C)C(C)c2ccc(S(N)(=O)=O)cc2)cs1 (configuration not stated)	3.9%	5.9%
CC(C)=CC(=O)CC1(C#N)C(N)=C(C=O)CC1(C#N)C#N (configuration not stated)	6.1%	51.5%[activator]
O=C(O)c1ccc2oc3ccccc3c2c1	6.8%	4.9%
O=C(OC/C=C/c1ccccc1)C(c1ccccc1)c1ccccc1	-2.3%	-8.3%
Cc1ccc(C(=O)NC(Nc2ccccc2Cl)C(=O)c2ccccc2)cc1 (configuration not stated)	-14.7%	-4.8%
COc1ccc(OC)c(S(=O)(=O)n2cc(C)nc2-c2ccccc2)c1	-5.5%	2.4%
COc1ccc(Oc2coc3cc(OCc4ccc(C)cc4)ccc3c2=O)cc1	-13.9%	1.8%
CCOC(=O)CN(Cc1ccccc1)C(C(=O)NC1CCCCC1)c1ccc(C)cc1 (configuration not stated)	-3.5%	-18.8%
Cc1oc(-c2ccccc2)nc1COc1cc(Cl)ccc1Cl	-6.2%	-3.2%
CCOC(=O)c1ccc(CN(Cc2ccc(F)cc2)S(=O)(=O)c2ccc(F)c(C(=O)Nc3ccc(Cl)cc3F)c2)cc1	5.5%	17.5%
Cc1nc2ccn(Cc3cccnc3)c(=O)c2cc1C(=O)N1CCN(c2ccccc2)CC1	3.0%	3.4%
Cc1ccc(C(=O)NNC(=O)c2cccc(N(C)C)c2)cc1F	5.8%	1.6%

5 compounds out of the list above, ordered by the value under AID inh, low to high.
canonical_smiles	AID inh
O=C(NCc1ccccc1)N1CCc2c(sc3c2CCCC3)C1c1ccccc1 (configuration not stated)	-14.1%
N#Cc1c(Cl)nc(N/N=C/c2ccc(Cl)c([N+](=O)[O-])c2)c(Cl)c1Cl	-6.5%
O=C(O)c1cccnc1Sc1cccc(C(F)(F)F)c1	-0.2%
Cc1cccc(-c2noc(C34CC5CC(CC(C5)C3)C4)n2)c1	1.0%
Cc1c(Cl)cccc1NC(=O)Nc1nnc(N(C)C2CCCCC2)s1	2.0%

Continued.
smiles	UDG counter	AID inh
CCCCN(C)c1ccc(C(=O)O)cc1NS(=O)(=O)c1ccc(Br)s1	9.0%	7.4%
CCN(CC)c1ccc(C=Nc2ccc(S(N)(=O)=O)cc2)cc1	2.4%	-1.4%
CC(NC(=O)c1ccc2c(c1)CCN2S(C)(=O)=O)c1ccccc1 (configuration not stated)	7.8%	-9.8%
C=CCNC(=O)c1ccc(C(=O)OC)cc1	-0.8%	-4.4%
CCc1ccc(OCC2c3cc(OC)c(OC)cc3CCN2C(=O)COc2ccccc2)cc1 (configuration not stated)	?	?
Cc1ccc(-n2nc3c(=O)n(CCCC(=O)NCCc4ccccc4Cl)nc(C)c3c2C)cc1	-2.0%	11.8%
Cc1ccc(OCC(=O)N(Cc2ccco2)Cc2ccc(C)o2)cc1	-11.8%[57.5 µM]	?
O=C(Nc1cc(-c2ccc(Cl)cc2)no1)c1ccc(F)cc1	-9.8%	-7.7%

Fetched by compound from the entries so far, 2 records:
smiles	UDG counter	AID inh
CC(NC(=O)c1ccc2c(c1)CCN2S(C)(=O)=O)c1ccccc1 (configuration not stated)	7.8%	-9.8%
O=C(Nc1cc(-c2ccc(Cl)cc2)no1)c1ccc(F)cc1	-9.8%	-7.7%

Screening results (PubChem BioAssay)
